# PHOSPHO1 inh: PubChem AID 1565; recombinant PHOSPHO1, absorbance phosphatase assay; inhibition, % at 13.3 µM; Phosphoethanolamine/phosphocholine phosphatase (Homo sapiens), Q8TCT1; hit rate 1.1% among 290,000; in the data active = inhibition above about 60%
# Target sequence (Q8TCT1 whole entry, looked up): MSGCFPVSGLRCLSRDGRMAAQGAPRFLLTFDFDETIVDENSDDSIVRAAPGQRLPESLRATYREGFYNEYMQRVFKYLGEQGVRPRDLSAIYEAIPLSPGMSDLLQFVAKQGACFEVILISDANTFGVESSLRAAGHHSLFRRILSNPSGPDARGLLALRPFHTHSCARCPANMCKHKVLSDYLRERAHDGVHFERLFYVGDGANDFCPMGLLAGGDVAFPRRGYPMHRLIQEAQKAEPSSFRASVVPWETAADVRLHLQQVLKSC
# NALP1 inh: NALP1 inflammasome inhibitors in reconstituted yeast, colorimetric, S. cerevisiae, triplicate retest. S. cerevisiae NALP1/ASC/caspase-1 growth, X-gal OD620, 72 h. inhibition, % at 10 µM. hit rate 0.61% among 280,000. AID 2071, 2009; in the data active = inhibition mostly above about 24%, no sharp cut-off; inactive = mostly below about 32%; note: some compounds called inactive have numbers as strong as hits
# MEKK2mut PB1 HTS: MEK5 binding signal on mutant MEKK2 PB1, primary screen, biochemical, multiplex bead flow cytometry, Alexa488-MEK5; Alexa488-MEK5 binding to MEKK2 mutant; percent response, % at 10 µM; hit rate 0.35% among 290,000; AID 1530, 2009; in the data active = percent response above about 24%, passing the limit was not always enough; note: inactives centre near 1; some results filed as inactive read as strong as hits; reference of the scale not given here
# GPR7 antagonist: GPR7 receptor antagonists, primary screen, cell-based, fluorescence, single concentration; Neuropeptides B/W receptor type 1 (Homo sapiens), P48145; inhibition, % at 4.4 µM; AID 1861, 2009; GPR7-expressing cells, fluorescence antagonist assay; hit rate 1.1% among 290,000; in the data active = inhibition above about 16%, passing the limit was not always enough;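 note: cells stimulated with the agonist NPW; 0% = agonist with vehicle and 100% = vehicle without agonist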
# Target sequence (P48145 whole entry, looked up): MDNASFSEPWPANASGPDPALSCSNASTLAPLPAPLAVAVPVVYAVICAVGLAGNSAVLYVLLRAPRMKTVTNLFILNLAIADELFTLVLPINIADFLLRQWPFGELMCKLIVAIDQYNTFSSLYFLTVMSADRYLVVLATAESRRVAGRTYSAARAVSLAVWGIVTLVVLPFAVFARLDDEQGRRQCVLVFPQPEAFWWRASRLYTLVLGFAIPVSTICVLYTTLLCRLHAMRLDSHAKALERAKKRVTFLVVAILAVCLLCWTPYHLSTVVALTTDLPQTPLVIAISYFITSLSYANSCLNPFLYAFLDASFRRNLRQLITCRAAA
# OXTR ag: human OXTR agonists, primary screen, fluorescence, CHO-OTR cells, Fluo-8 calcium. Oxytocin receptor (Homo sapiens), P30559. Fluo-8 calcium fluorescence; normalized: DMSO 0%, oxytocin 100%. activation, % at 3 µM. hit rate 0.32% among 320,000;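 active = activation above the mean of all tested compounds plus 3 SD, cutoff set per screening run, cut at about 20% in these data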;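 note: peak over basal fluorescence ratio from a 100 s FLIPR kinetic read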
# V1R ag counter: agonists of human V1a receptor, primary screen, counter-screen for OXTR agonist project, fluorescence, CHO-V1R cells. hit rate 0.25% among 320,000. activation, % at 3 µM. Fluo-8 calcium fluorescence, agonist mode; 0% DMSO, 100% 3 nM vasopressin. Vasopressin V1a receptor (Homo sapiens), P37288;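 active = activation above the mean activation of all tested compounds plus 3 SD, per screening run, cut at about 20% in these data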;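 note: signal is peak over basal fluorescence ratio across a 100 second FLIPR read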
# Target sequence (P37288 whole entry, looked up): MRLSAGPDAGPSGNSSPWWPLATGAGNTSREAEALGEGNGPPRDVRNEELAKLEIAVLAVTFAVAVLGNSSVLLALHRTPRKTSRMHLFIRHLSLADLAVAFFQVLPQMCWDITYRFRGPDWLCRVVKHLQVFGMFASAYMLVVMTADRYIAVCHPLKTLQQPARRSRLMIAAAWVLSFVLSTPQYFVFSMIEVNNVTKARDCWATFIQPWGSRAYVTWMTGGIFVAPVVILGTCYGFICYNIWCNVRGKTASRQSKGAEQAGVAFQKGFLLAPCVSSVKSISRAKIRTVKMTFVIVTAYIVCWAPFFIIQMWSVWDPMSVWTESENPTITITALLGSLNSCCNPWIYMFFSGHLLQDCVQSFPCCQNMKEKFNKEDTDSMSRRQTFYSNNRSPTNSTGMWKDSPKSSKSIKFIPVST
# MEKK2wt PB1 HTS: modulators of MEK5 binding to wildtype MEKK2, primary screen, biochemical, multiplex bead flow cytometry, Alexa488-MEK5 | Alexa488-MEK5 binding to MEKK2 WT; actives lie on both sides | binding response (% of control), % at 10 µM | AID 1531, 2009 | hit rate 1.1% among 290,000; in the data active = binding response below about 67% or above about 130%; inconclusive = no clear call, values can overlap the other calls; inactive = in between
# MEKK3 PB1 HTS: modulators of MEKK3-MEK5 PB1 binding, primary screen, biochemical, wildtype MEKK3, multiplex bead flow cytometry, Alexa488-MEK5. Mitogen-activated protein kinase kinase kinase 3 (Homo sapiens), Q99759. bead-based flow cytometry, Alexa488-MEK5 binding to MEKK3; actives lie on both sides; 0 = blocked by unlabeled MEK5, 100 = vehicle. binding response (% of control), % at 10 µM. hit rate 1.4% among 290,000;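 active = binding response more than 3 SD above or below the average of its plate-row segment, actives on both sides; inconclusive = wells at one plate position flagged as instrument error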;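 note: Alexa488 bead fluorescence after subtracting the streptavidin-only scavenger bead signal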
# GalR3 antagonist: GalR3 antagonists in HEK293 cells, primary screen, cell-based, fluorescence readout; Galanin receptor type 3 (Homo sapiens), O60755; HEK293 GalR3-CNG cAMP membrane potential fluorescence; galR3 body fused to GalR1 C-terminus; inhibition, % at 3 µM; hit rate 0.44% among 360,000;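 active = inhibition above the screen-wide average plus 3 SD, cut at about 13% in these data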;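 note: forskolin and galanin both at EC90 stimulate the cells; cAMP rise reported by CNG channel membrane potential dye signal; 0% = forskolin plus galanin with DMSO and 100% = forskolin alone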
# Starred values were filed as active, the others as inactive; ? = inconclusive; · = not tested or not shown; & = joins results of further samples; [ ] = another dose, or the depositor's remark.
SMILES,PHOSPHO1 inh,NALP1 inh,MEKK2mut PB1 HTS,GPR7 antagonist,OXTR ag,V1R ag counter,MEKK2wt PB1 HTS,MEKK3 PB1 HTS,GalR3 antagonist
COc1cc(/C=N/NC(=O)C2COc3ccccc3O2)ccc1O (configuration not stated),-4,-14,-3,4,2.9,1.7,96,102,6
Nc1c(Br)cc2oc(-c3ccccc3)nc2c1Br,-3,15,11,-6,-2.7,-1.1,128,104,-10
COCCN(CCOC)S(=O)(=O)c1ccc(Cl)nc1,-1,-2,3,1,0.5,0.3,104,109,0
CCOC(=O)c1cc(-c2ccco2)nn1-c1ccc(C)cc1,17,16,1,-27,-1.8,-1.7,99,96,-3
N#Cc1cnn2c(C(F)(F)F)c3c(nc12)CCCC3,21,-17,-9,-6,0.4,-0.1,81,86,-1
Oc1ccc2ccccc2c1N=Nc1ccc(F)cc1,30&39,12,4&-5,-13&-5,-2.0,-0.2,113&92,112&93,-3
Cc1ccc(S(=O)(=O)Cn2nnnc2C(C(C)C)N2CCSCC2)cc1 (configuration not stated),-14,18,5,7,-1.7,-0.5,101,102,-1
CC1CCCC(NC(=O)c2ccc(COc3ccccc3)o2)C1C (configuration not stated),·,-24,-2,-13,-2.2,3.2,96,94,-2
CCC(NC(=O)c1ccc([N+](=O)[O-])cc1[N+](=O)[O-])c1ccccc1 (configuration not stated),-9,·,4,-5,-1.0,-0.6,100,102,0
CC1=C(C(=O)Nc2ccccc2)C(c2ccc(Cl)cc2)n2c(s/c(=C/c3cccc(OCC(=O)O)c3)c2=O)=N1 (configuration not stated),26,8,-28,6,-0.6,-1.1,40*[inhibitor],89,5

# 3 compounds drawn at random from the list so far:
SMILES,PHOSPHO1 inh,NALP1 inh,MEKK2mut PB1 HTS,GPR7 antagonist,OXTR ag,V1R ag counter,MEKK2wt PB1 HTS,MEKK3 PB1 HTS,GalR3 antagonist
Nc1c(Br)cc2oc(-c3ccccc3)nc2c1Br,-3,15,11,-6,-2.7,-1.1,128,104,-10
CC1=C(C(=O)Nc2ccccc2)C(c2ccc(Cl)cc2)n2c(s/c(=C/c3cccc(OCC(=O)O)c3)c2=O)=N1 (configuration not stated),26,8,-28,6,-0.6,-1.1,40*[inhibitor],89,5
CCC(NC(=O)c1ccc([N+](=O)[O-])cc1[N+](=O)[O-])c1ccccc1 (configuration not stated),-9,·,4,-5,-1.0,-0.6,100,102,0

# Other structures.
SMILES,PHOSPHO1 inh,NALP1 inh,MEKK2mut PB1 HTS,GPR7 antagonist,OXTR ag,V1R ag counter,MEKK2wt PB1 HTS,MEKK3 PB1 HTS,GalR3 antagonist
CCc1sc(-c2c(C#N)c(N)nc3c2CCCCCC3)cc1[N+](=O)[O-],19,6,-39,-11,16,0.1,1.0*[inhibitor],1.0*[inhibitor],4
O=C(O)/C=C\C(=O)Nc1ccc(OC(F)F)cc1,10,0,0,-4,0.2,0.2,105,117,-3
CC(NCCC1(C(C)C)CCOC(C)(C)C1)c1cccs1 (configuration not stated),20,30,7,-3,1.6,-0.3,107,109,-2
Cc1ccc(S(=O)(=O)NC(=O)Nc2nnc(C3CC3)s2)cc1,22,34,7,-8,0.6,0.0,105,103,-5
O=C(CCl)c1cc2c3c(c1)CC(=O)N3CCC2,20,23,0,-20,0.9,-0.5,104,102,0
CC(C)Cn1c(N)c(C(=O)COC(=O)CC23CC4CC(CC(C4)C2)C3)c(=O)n(C)c1=O,18,5,4,21*,5.1,5.3,104,102,-4
CC1(C)c2[nH]c3ccccc3c2C[C@@H]2C(=O)N(Cc3ccc(F)cc3)C(=O)N21,·,·,-29,·,0.6,3.3,?,?,-5
CNC(=S)NNC(=O)c1cccn(Cc2ccccc2)c1=O,-57,-7,-2,-11,0.4,0.8,97,101,-7
CC1=Nc2cc(C(=O)NCCCOC(C)C)ccc2Sc2ccccc21,4,2,5,-5,-0.6,-1.5,102,104,-7
O=C(O)CCc1ccc(-c2ccc(Cl)cc2)n1CCC(=O)O,12,-4,-2,-4,0.7,0.4,97,94,2

# With a hit mark in GPR7 antagonist, of those listed so far:
SMILES,PHOSPHO1 inh,NALP1 inh,MEKK2mut PB1 HTS,GPR7 antagonist,MEKK2wt PB1 HTS,MEKK3 PB1 HTS,GalR3 antagonist
CC(C)Cn1c(N)c(C(=O)COC(=O)CC23CC4CC(CC(C4)C2)C3)c(=O)n(C)c1=O,18,5,4,21*,104,102,-4

# (list continues)
SMILES,PHOSPHO1 inh,NALP1 inh,MEKK2mut PB1 HTS,GPR7 antagonist,OXTR ag,V1R ag counter,MEKK2wt PB1 HTS,MEKK3 PB1 HTS,GalR3 antagonist
Fc1nc(F)c(F)c(NCCCNc2c(F)c(F)nc(F)c2F)c1F,-5,2,-11,0,1.6,2.5,90,100,-11
O=C(Nc1c(-c2cccs2)nc2ccccn12)c1ccc2ccccc2c1,6,12,6,-7,-0.4,0.7,99,100,·
CC1CCN(Cc2c(C(=O)N/N=C/c3ccccc3O)nnn2-c2nonc2N)CC1,36,-1,-1,-8,-0.1,0.8,100,101,-13
Cc1cc(NC(=O)c2cccc(S(=O)(=O)N3CCCC3)c2)no1,-21,29,0,16,0.1,0.7,99,98,1
CCOc1cc(/C=N/NC(=O)c2cc(C)n(-c3ccc(F)cc3)c2C)ccc1O,38,5,-2,-7,-2.6,-0.9,97,100,-2
CCOC(=O)/C(C#N)=C/c1cc2ccccc2nc1N1CCCCC1,38,-2,-5,-9,-2.3,-1.4,80,98,-5
O=C(CSc1ncnc2c1oc1ccccc12)NCc1ccco1,54,-5,-4,19,2.3,0.7,92,98,-4
Oc1ccc(Cl)cc1C=NCCc1ccccc1,2,23,0,-8,-1.1,0.7,100,129*,-1
CC(=O)N1c2c(cc(Br)cc2S(=O)(=O)NCc2ccc3c(c2)OCO3)CC1C (configuration not stated),-8,5,4,7,0.4,0.3,106,106,6
Cc1csc2c(SCC(=O)NNC(=O)C(Cl)Cl)ncnc12,29,-7,-6,-11,-0.1,-0.7,97,99,-8
CCOc1cc(Br)c(C=O)cc1OCC,40,-3,-3,-1,-1.4,-0.2,87,85,0
CCN(CC)C(=O)C1CCCN(C(=O)Nc2ccc(NC(=O)N3CCCC(C(=O)N(CC)CC)C3)cc2)C1 (configuration not stated),3,3,-5,-7,0.0,0.3,92,93,-2
O=C(O)c1cccc(S(=O)(=O)Nc2ccccc2Cc2ccccc2)c1,47,8,2,-14,0.8,0.8,104,101,-8
COC1CCCCC1Nc1ccc(C)c(C)c1 (configuration not stated),15,3,5,0,-0.8,3.9,99,95,-3
CN(C)c1ccc(/C=C2/C(=O)N(c3ccc([N+](=O)[O-])cc3)N=C2N2CCOCC2)cc1,22,14,3,3,·,·,96,98,·
Nc1nonc1-n1nnc(C(=O)N/N=C/c2ccncc2)c1CSc1ccc(Cl)cc1,40,-7,5,-5,4.7,5.9,116,111,0
O=C(O)c1cccc(NC(=O)c2cn(-c3ccccc3)nc2-c2cc3ccccc3o2)c1,-16,16,23,-4,20*,10.0,100,104,3
COc1ccc(/C=N/NC(=O)C2C(C=C(Cl)Cl)C2(C)C)c(OC)c1 (configuration not stated),-10,-1,-5,-16,-2.3,-0.9,101,104,-1
Cc1c(OCC(=O)NCCCN2CCCC2=O)ccc2c3c(c(=O)oc12)CCC3,18,10,10,-5,0.7,0.2,104,106,3
O=c1[nH]nc(SCc2nnc(-c3cccc(Cl)c3)o2)n1C1CCCCC1,22,·,-23,-10,5.5,8.5,95,91,-3
CCOC(=O)C1=C(N)OC(C)=C(C#N)C1c1ccco1 (configuration not stated),18,16,0,-10,0.8,0.4,101,98,-10
CCNC(=O)c1cc2ccccc2o1,10,29,-1,0,1.6,-0.5,95,97,-9
O=C(CCCn1c(=O)[nH]c2ccsc2c1=O)Nc1ccc(F)cc1,2,-4,1,8,0.3,0.6,68,54*[inhibitor],·
Cc1cnc(C(=O)NCc2ccc(Cl)cc2Cl)cn1,11,-1,-1,-10,-1.7,-2.0,99,99,3
O=C(CN1CCOCC1)N1CCN(c2ccc([N+](=O)[O-])cc2)CC1,-10,1,-1,-15,2.8,1.9,97,104,-2
O=C(Cn1cnc2c(cnn2-c2ccccc2)c1=O)N1CCOCC1,23,·,4,-2,1.0,0.3,114,115,4
CCOC(=O)CNC(=O)CSc1nc(NCc2ccccc2)nc(N(C)C)n1,24,-4,3,3,-0.6,0.3,105,105,1
CCOC(=O)C1=C(N)N2C(=O)C(C)SC2=C(C(=O)OC)C1c1ccccc1OC (configuration not stated),14,24,5,-5,31*,13,92,95,-3
Cn1c(=O)oc2cc(S(=O)(=O)NCCC(=O)N3CC=C(c4ccccc4)CC3)ccc21,6,-4,6,12,3.0,4.6,108,103,-7
CCOC(=O)C(CCCOc1cccc(OC)c1)C(=O)OCC,-18,-22,0,-6,-1.1,0.0,105,110,-7
Cc1onc(-c2c(F)cccc2Cl)c1C(=O)NCCCN1CCOCC1,5,6,6,4,0.1,-0.1,106,103,·
CN(CC(=O)Nc1ccc(F)cc1)C(=O)c1ccncc1,30,2,12,-5,0.6,0.3,99,100,0
COc1ccc(OC)c(N/C=C/C(=O)c2ccc(OC)c(OC)c2)c1,8,20,5,-9,-1.5,0.0,111,112,-8
COc1ccc(NC(=O)CCn2c(=S)[nH]c3ccccc3c2=O)cc1,23,27,1,1,0.2,-0.1,96,99,-1
Fc1ccc2c(c1)C(c1ccncc1)=NNC(c1ccc(Cl)cc1)=N2,-18,3,-7,-13,-1.8,-1.4,94,97,-6
CN(Cc1ccccc1)C(=O)c1nn2cccnc2c1Cl,29,21,2,-10,0.5,-0.3,103,108,-7
Cc1ccc(CNc2nc3ccc(C)cc3n3cnnc23)cc1,5,-21,8,-12,-1.3,-0.2,100,103,1
Cc1cc(C(=O)CSc2n[nH]c(N)n2)c(C)n1-c1ccc(F)cc1,-3,-5,2,0,2.1,3.9,95,83,-5
O=C(Nc1ccc(Cl)c(C(F)(F)F)c1)[C@@H]1CC=C[C@@H]2CCN(C3CCCCC3)C(=O)[C@@H]21,·,·,3,·,-1.9,0.0,98,99,-6
CC(C)CCNC(=O)c1ccc(Cl)c(N)c1,34,-1,-7,-4,-0.3,0.3,75,67,·
NC(=O)CSc1nc(-c2ccccc2Cl)ns1,11,23,0,-20,-0.2,-0.5,98,98,-2

# Screens deposited in PubChem by several laboratories.
